p53null 32C tox – qHTS Screen for Compounds that Selectively Target Cancer Cells with p53 Mutations: Cytotoxicity of p53 Null Cells at the Permissive Temperature; 55,000 tested, 0.62% active; H1299-neo p53 null cells, ATP luminescence, 24 h, 32C; Potency, µM (doses to about 46.1 µM), for inactives: at the top dose activity change, negative = cytotoxicity, actives largely listed as cytotoxic;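 also: 0% = DMSO only and -100% = full killing by 100 µM tamoxifen; nearly all actives have a fitted effect of over 55% in size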
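Luminescent ATP readout gave cell viability of p53-null H1299-neo cells after a 24 h compound exposure at the permissive 32C. Titrations ran up to 46 uM, and AC50s were fitted with the standard Hill equation.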
p53null 39C tox – qHTS Screen for Compounds that Selectively Target Cancer Cells with p53 Mutations: Cytotoxicity of p53 Null Cells at the Nonpermissive Temperature; H1299 p53-null (neo) cells, 39C, ATPlite viability, 24 h; Potency, µM (top dose mostly 46.1 µM), for the others: at the top dose activity, negative = cell killing, usual class: cytotoxic; 55,000 tested, 0.97% active; AID 904, 2007;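 also: 0% = DMSO only and -100% = full killing by 100 µM tamoxifen; nearly all actives have a fitted effect of over 50% in size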
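Cells seeded at 600/well, 37C overnight. Compound added (up to 46 uM), plates shifted to 39C for 24 hr. ATPlite added, luminescence read after 20 min at room temperature.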
The depositor's hits bear a star; ? = inconclusive; [ ] = another dose, or the depositor's remark. Calls follow the shape of the dose curve; as a rule, active = well fitted cell-killing curve with a large enough effect; inconclusive = small, poorly fitted or top-dose-only effect; inactive = no such curve, though single readings can be large or run the other way. Potency is read from the fitted curve at half-maximal effect.

mol | p53null 32C tox | p53null 39C tox
O=C(Nc1cccc(F)c1)c1cccc(S(=O)(=O)N2CCOCC2)c1 | -2% | -11%
CCOC(=O)c1c(C)n(C)c2ccc(OC(C)=O)cc12 | -14% | -17%
COc1cc(NS(=O)(=O)c2ccc(NC(=S)NC(=O)CC(C)C)cc2)nc(OC)n1 | 3% | -1%
Cc1cccc(NCc2cc(Cl)cc(Cl)c2O)n1 | -9% | -17%
COC(=O)c1[nH]c2cc(OC)ccc2c1NC(=O)CN1CCC(C(N)=O)(N2CCCCC2)CC1 | 4% | 5%
CCOc1ccc(S(=O)(=O)Nc2ccc(O)c(Sc3ncn[nH]3)c2)cc1 | 7% | 4%
Cc1cccc(-c2csc(N)c2C(=O)OC(C)C)c1 | -6% | -18%
O=C(CCCN1C(=O)c2ccccc2C1=O)NCc1ccco1 | -4% | -12%
Cc1ccc(-n2c(=O)cc(N3CCc4ccccc4C3)[nH]c2=O)cc1 | -2% | -4%
CC1CCN(c2oc(-c3cccc4ccccc34)nc2C#N)CC1 | -1% | -4%
CSc1nc(-c2ccccc2)nn1S(=O)(=O)c1ccccc1 | -7% | -1%
Cc1cccc(OCCCn2c(CCNC(=O)C(C)C)nc3ccccc32)c1 | -17% | -4%

(cont.)
mol | p53null 32C tox | p53null 39C tox
O=C(N/N=C/c1cccs1)c1ccc2c(c1)OCO2 | 2.8µM* | -19%[1.84 µM]
Cc1nc(Nc2ccc(F)cc2)[nH]c(=O)c1CCC(C)C | 0% | 4%
COc1cc2c(cc1OC)C(C(C)C)=NC(C)(C)C2 | -2% | -6%
O=C(CN(Cc1ccccc1)C(=O)CSc1nnc(COc2ccccc2)o1)NC1CCCC1 | 0% | 1%
O=C1c2cccnc2C(O)N1Cc1ccc(F)cc1 (configuration not stated) | 7% | 3%
Cc1ccc(N2C(=O)c3ccc(C(=O)N4CCN(c5cccc(C)c5C)CC4)cc3C2=O)cc1 | -4% | 5%
O=C(OC1CCOC1=O)c1ccc2ncsc2c1 (configuration not stated) | 7% | 14%
Brc1ccc(-c2nnc(-c3ccccc3)o2)o1 | -17% | -10%
CCc1ccc(CCC(=O)Nc2ccc(OC)cc2)o1 | 6% | 11%
Cc1cccc(N(CC(=O)NC2CCCCC2)C(=O)CCCC(=O)Nc2ccccn2)c1 | 4% | -5%
O=C(Nc1ccc2c(c1)CCC2)c1ccc(F)cc1 | 10µM* | -30%
COC(=O)c1c(NC(=O)CSc2nnc(-c3ccco3)n2C)sc(C)c1C | 1% | 1%

Pulled one by one from the entries so far:
mol | p53null 32C tox | p53null 39C tox
O=C(N/N=C/c1cccs1)c1ccc2c(c1)OCO2 | 2.8µM* | -19%[1.84 µM]
O=C(Nc1ccc2c(c1)CCC2)c1ccc(F)cc1 | 10µM* | -30%

Additional structures follow:
mol | p53null 32C tox | p53null 39C tox
CCC(=O)NC(C)C(c1cccs1)N1CCN(c2ccccc2)CC1 (configuration not stated) | -2% | 16%
C=C(C)Cn1c(N2CCC(Cc3ccccc3)CC2)nc2c1c(=O)[nH]c(=O)n2C | 0% | 17%
CC1(C)CC(=O)C(C=NCCN2CCN(C(=O)c3ccc(Br)cc3)CC2)=C(O)C1 | 0% | -2%
O=C(O)CCn1[nH]c(=O)ccc1=O | 1% | 31%
O=C(c1ccco1)N1CCN(C(c2ccc(Cl)cc2)c2nnnn2Cc2ccccc2)CC1 (configuration not stated) | -3% | -22%
CC(NS(C)(=O)=O)C(c1cccs1)N1CCN(c2ccccc2)CC1 (configuration not stated) | -4% | 6%
Cc1ccc(-c2n[nH]c(=S)n2/N=C/c2cccs2)cc1 | -2% | 5%
Cc1ccc2c(c1)N(CC(=O)NCc1cccnc1)C(=O)CO2 | -7% | -4%
CNC(=O)c1cc2ccccc2o1 | -8% | 21%
C=CCOC(=O)/C(=C\C=C\c1ccccc1)NC(=O)c1ccccc1 | -5% | 7%[1.84 µM]
COc1ccc(OCCC(=O)OCC(=O)Nc2cccc(Br)c2)cc1 | 2% | 10%
Cc1ccc(NC(=O)CNc2ccc(OC(C)C)cc2)c(C)c1 | -16% | -1%

Later entries:
mol | p53null 32C tox | p53null 39C tox
c1coc(CN(Cc2cccs2)Cc2nnnn2C2CCCCC2)c1 | 2% | 15%
O=C(CCSc1nnc(-c2ccncc2)o1)Nc1cccc2ccccc12 | -6% | 1%
Cc1ccc(N/N=C/c2ccc3c(c2)OCCO3)cc1Cl | -9% | 8%
CCCOc1ccc(NCC(=O)Nc2ccc(C)cc2C)cc1 | 4% | -22%
Cc1cccc(NC(=O)Cn2c(=O)n(C)c3ccccc32)c1 | 18% | 8%
COc1ccc(Br)cc1/C=N/n1c(C)nnc1C | 8% | -12%
COc1cccc(-c2ncc3ccccn23)c1 | -25% | -23%
CCC(=O)/C=C1/Sc2ccccc2N1CC | -5% | 0%
COc1ccc(C(=O)Oc2cc3c4c(c2)C(C)=CC(C)(C)N4C(=O)C3=O)cc1OC | 2% | 34%[activator]
O=C1C(=O)N(CCN2CCOCC2)C(c2ccccn2)/C1=C(/O)c1ccc(Cl)cc1 (configuration not stated) | -10% | -23%
CNCC/C=C1/c2ccccc2CSc2ccccc21 | 0% | 5%
CC1=C(C#N)C(c2cccnc2)C2=C(CCCC2=O)N1 (configuration not stated) | 2% | 0%

Further records follow:
mol | p53null 32C tox | p53null 39C tox
CN(C)c1ccc(C(=O)NCC2CCCO2)cc1 (configuration not stated) | -14% | 6%
COc1ccc(CCNC(=O)C2CCCN(c3nn4c(=O)cc(C)nc4s3)C2)cc1OC (configuration not stated) | 16% | 10%
CCC(=O)NCC(=O)OCC(=O)c1ccccc1 | -2% | 6%
CCOC(=O)c1c(N)sc2c(OCC)c(Br)ccc12 | -5% | -7%
Cc1nnc(SCc2cc(=O)oc3ccc4ccccc4c23)n1Cc1ccccc1 | -6% | 15%
Cc1nc2ccc(CCO)cc2s1 | 1% | -2%
CCOC(=O)C(O)(CC(=O)c1ccc(OC)cc1)C(F)(F)F (configuration not stated) | 4% | 4%
CC(c1ccccc1)n1cc(C(=O)NCC2CCCO2)nn1 (configuration not stated) | 2% | -3%
Cc1ccc(C(=O)N2CCC(C)CC2)cc1C | 6% | 41%[activator]
O=C(CN1C(=O)/C(=C2\SC(=S)N(C3CCS(=O)(=O)C3)C2=O)c2ccccc21)Nc1ccccc1 (configuration not stated) | -6% | 13%
CCN(CC)S(=O)(=O)c1ccc2c(c1)c(=O)c(C(=O)N1CCN(c3ccccc3)CC1)cn2C | 3% | -11%
Cc1ccc(CNC(=O)C2CC(=O)OC23CCCC3)c(C)c1 (configuration not stated) | -8% | -2%

Carrying on:
mol | p53null 32C tox | p53null 39C tox
COc1ccc(CN=C(NS(=O)(=O)c2cccs2)SC)cc1 | 1% | 6%[1.84 µM]
O=C(CSc1nnc(-c2ccc(S(=O)(=O)N3CCCC3)cc2)o1)NCc1ccccc1 | 0% | 1%
Cc1nc(Nc2c(Cl)cccc2Cl)sc1C(=O)Nc1ccccc1 | 15% | -9%
O=C(CNC(=O)c1ccc(-c2ccccc2)cc1)OCc1ccc(Br)cc1 | ? | -11%
Cc1ccc(C2C3=C(CCCC3=O)OC3=C2C(=O)CCC3)cc1 | 12% | -1%[1.84 µM]
COc1cccc(Nc2nc(C)cc(C)c2C#N)c1 | -4% | -2%
CN(C)/C=N/c1ncnc2c1cnn2-c1ccc(C(F)(F)F)cn1 | -5% | 4%
CCc1nnc(NC(=O)c2ccc(S(=O)(=O)N(CC(C)C)CC(C)C)cc2)o1 | -9% | -20%
CCCOc1ccc(N2CC(C(=O)Nc3ccc4c(c3)OCO4)CC2=O)cc1 (configuration not stated) | 0% | -2%
COc1ccc(CNc2nc(-c3cccnc3)nn2C(=O)c2cccs2)cc1 | 8% | 20%
Cc1ccc(C)n1-c1ccccc1N | 13µM* | ?
COc1ccc(S(=O)(=O)N2CCCCC2C(=O)O)cc1 (configuration not stated) | -3% | 14%

An excerpt of these results, with values under each structure:
Screens in order: p53null 32C tox | p53null 39C tox
> COc1cccc(Nc2nc(C)cc(C)c2C#N)c1
→ -4% | -2%
> CN(C)/C=N/c1ncnc2c1cnn2-c1ccc(C(F)(F)F)cn1
→ -5% | 4%
> CCCOc1ccc(N2CC(C(=O)Nc3ccc4c(c3)OCO4)CC2=O)cc1 (configuration not stated)
→ 0% | -2%
> COc1ccc(CNc2nc(-c3cccnc3)nn2C(=O)c2cccs2)cc1
→ 8% | 20%
> COc1ccc(CN=C(NS(=O)(=O)c2cccs2)SC)cc1
→ 1% | 6%[1.84 µM]
> Cc1nc(Nc2c(Cl)cccc2Cl)sc1C(=O)Nc1ccccc1
→ 15% | -9%

The list goes on.
mol | p53null 32C tox | p53null 39C tox
Cc1c(C(=O)O)oc2c1C(O)CC(C)(C)C2 (configuration not stated) | -3% | -1%
CCOC(=O)c1cnc(SC)nc1Oc1cccc(NS(=O)(=O)c2ccc(Cl)cc2)c1 | 9% | 27%
CC(C)(C)NC(=O)CSc1ccc(C(C)(C)C)cc1 | -11% | -9%
Cn1nccc1C(=O)N1CCN(c2ccc(F)cc2)CC1 | 0% | -31%
CC(CNC(=O)CC(C)(C)C)NC(=O)CC(C)(C)C (configuration not stated) | -8% | -4%
Cn1c(=O)c2c([nH]c(=O)n2C)n(C)c1=O | -3% | 2%
O=C(CSc1ncn(-c2ccccc2)n1)Nc1nc(-c2ccccc2)cs1 | 1% | -6%
C=CCn1c(SCC(=O)Nc2cc(OC)c(NC(=O)c3ccco3)cc2OC)nnc1-c1ccncc1 | 3% | -7%
COc1ccc(CN(C(=O)c2cc3ccccc3oc2=O)C2CCCCC2)cc1OC | 8% | 5%
Cn1c(CSCc2ccc(Cl)cc2)nnc1SCC(=O)Nc1nccs1 | 2% | 0%
CCOC(=O)C(NCc1ccc(F)cc1)(NC(=O)c1ccccc1)C(F)(F)F (configuration not stated) | 12% | 10%
Cc1cc(C)c2nc(SC(C)C(=O)NCC(=O)Nc3ccc(F)c(F)c3F)cc(C)c2c1 (configuration not stated) | -14% | 3%

(continued)
mol | p53null 32C tox | p53null 39C tox
Clc1ccc2c(c1)-c1nnc(Br)n1-c1ccccc1S2 | -5% | 1%
COCCNC(=O)c1ccc(N(C)S(=O)(=O)c2ccc(OC)c(OC)c2)cc1 | 1% | -2%
CC1CCCCN1Cc1ccc(N)cc1 (configuration not stated) | 0% | 10%
CC1CC(C)(C)N(C(=O)NC2CCCCC2)c2ccccc21 (configuration not stated) | -3% | 12%
Cn1ncc(Cl)c1C(=O)Nc1sc2c(c1C(N)=O)CCC2 | 6% | 9%
O=C(CC1COc2ccccc2O1)NCc1ccccc1 (configuration not stated) | 5% | 18%
Cc1ccc(Cl)cc1N1CCN(Cc2nc3c(c(=O)[nH]c(=O)n3C)n2CCc2ccccc2)CC1 | -7% | -3%
COc1cccc(-n2nnnc2SCC(=O)Nc2ccc(C(C)=O)cc2)c1 | -2% | 21%
O=C(CCCNC(=O)/C(=C/c1ccc(Br)cc1)NC(=O)c1ccccc1)OCc1ccccc1 | -5% | -1%
COCCN(CC(=O)NCC1CCCO1)C(=O)CCC(=O)Nc1cc(C)ccn1 (configuration not stated) | -3% | -3%
Cc1nn(Cc2ccc(C(=O)n3cccn3)o2)c(C)c1Br | 12% | 1%
CN1CCN(c2nc(C(N)=O)cc(-c3ccccc3)n2)CC1 | -13% | -4%

The listing continues:
mol | p53null 32C tox | p53null 39C tox
CN=C1CC(C)(C)CC(=O)/C1=C(/O)CCC(=O)NC | 0% | 0%
OCc1nc(CO)n(Cc2ccccc2)n1 | 0% | 5%
NCC/C=C1/c2ccccc2CSc2ccccc21 | 3% | -1%
O=C(NC1CCCCC1)c1ccc(S(=O)(=O)N2CCCCC2)cc1 | 0% | 21%
CCn1cc(CNC(=O)/C=C/c2ccc([N+](=O)[O-])cc2)cn1 | -2% | -5%
NC(=O)CSc1nnnn1-c1ccc2c(c1)OCCO2 | -7% | -10%
COc1ccc(/C(=C/c2ccc(OC(F)F)c(OC)c2)C(=O)O)cc1OC | -1% | 17%
COc1cccc(C(=O)N2CCN(C(=O)c3cccc(F)c3)CC2)c1 | 4% | 2%
Cc1nn(C)c(C)c1C1Nc2ccccc2C(=O)N1O (configuration not stated) | 8% | 1%
CCOCN(C(=O)Cn1c(C(C)O)nc2ccccc21)c1c(C)cccc1CC (configuration not stated) | 6% | 22%
Cc1cc(NC(=O)C2C3C(=O)N(CC4CCCO4)C(C(=O)NCc4ccccc4)C34C=CC2(C)O4)no1 (configuration not stated) | -1% | -10%
COc1ccc(CC(NC(C)=O)C(=O)N2CCN(C(=O)Nc3cccc(Cl)c3)CC2)cc1OC (configuration not stated) | 14% | 13%

(more compounds)
mol | p53null 32C tox | p53null 39C tox
Cc1cccn2c(=O)c(C=Nc3ccc(Cl)cc3)c(NCCO)nc12 | 0% | 18%
O=C(NCc1ccco1)c1ccc(COc2cccc3ccccc23)cc1 | 4% | -7%
Cc1cc(C)n(-c2nc3sc4c(c3c3nnc(SCC(N)=O)n23)CC(C)(C)OC4)n1 | -3% | 5%
CC(C)(C)n1nnnc1C(c1cccnc1)N1CCN(C(=O)c2ccco2)CC1 (configuration not stated) | 2% | -8%
N#Cc1cnc(SCC(=O)Nc2ccccc2C(F)(F)F)nc1N | -2% | 0%
CCC1(C)OCC(Cn2c3ccccc3c3ccccc32)O1 (configuration not stated) | 7% | -2%
COCCn1nnnc1C(c1cccc(C(F)(F)F)c1)N1CCOCC1 (configuration not stated) | 4% | 3%
CCSc1nc2sc3c(c2c(=O)[nH]1)CCCC3 | 6% | 5%

These rows are one share of the data (hit frequency here may not be typical).
